# TTR transcr act: increases transthyretin transcription; SH-SY5Y TTR promoter Gaussia luciferase, luminescence; 100% = recombinant luciferase protein wells; activation, % at 16.7 µM; 92,000 tested, 1.3% active;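 active = activation above the mean of all tested compounds plus 3 SD, cut at about 9.5% in these data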;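 also: cells exposed to compounds for one day before reading; 0% = median of all test compound wells on the plate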
# * hit, by the source's call. Some of the compounds tested. The share of hits here may be higher or lower than overall.
Compound,TTR transcr act
NC(=O)c1sc2nc(-c3ccco3)ccc2c1N,10*
COc1ccc(-c2nc3c(C)cc(Br)cn3c2Cc2ccc(C)cc2)cc1OC,-0.9
CCCCn1c(-c2csc3c2CCC(C)C3)n[nH]c1=S (stereo unspecified),2.4
COc1ccc(OCC(=O)Nc2ccccc2OC)cc1,5.5
S=C(Nc1ccc(Br)cc1)OCCN1CCCC12CCC(c1ccccc1)CC2 (stereo unspecified),1.0
Fc1ccc(CSc2nnc3ccc(-c4ccncc4)nn23)cc1,-0.2
CCOc1ncccc1C(=O)N(C)CC(=O)Nc1ccc(C)cc1,0.2
Cc1ccc(-c2c(C(=O)NCc3ccccc3)oc(=O)c3ccccc23)cc1,-1.3
O=C(CCS(=O)(=O)c1ccccc1F)Nc1ccc(N2CCN(Cc3ccccc3)CC2)cc1,-1.0
CCN(CC)S(=O)(=O)c1ccc(C(=O)Oc2coc(CSc3nc(C)cc(C)n3)cc2=O)cc1,0.2

# Following part.
Compound,TTR transcr act
COc1ccc(CCNC(=O)C/C(C)=N/NC(=O)C2CCCCC2)cc1OC,-1.1
O=C(NCN1C(=O)C2C3C=CC(C3)C2C1=O)OC1CCCCC1 (stereo unspecified),2.0
CS(=O)(=O)N(CC(=O)NCCSC1CCCCC1)c1ccc2c(c1)OCO2,1.4
O=[N+]([O-])c1cccc2ncccc12,-0.2
O=C(/C=C/c1ccc(F)cc1)N1CCN(Cc2ccccc2)CC1,-1.7
Cc1ccccc1/C(N)=N/OC(=O)c1ccc(F)cc1,4.4
CC(=O)c1cc(-c2cccc(Cl)c2O)c(=O)n2c1CCC2,-1.2
COc1ccc(OCCn2ccnc2C)cc1,1.6
COc1cc(SC)ccc1C(=O)OC1CCOC1=O (stereo unspecified),-1.0
O=C(NCC1CCCO1)c1cc(C(=O)C2CC2)c[nH]1 (stereo unspecified),-1.7

# Later entries:
Compound,TTR transcr act
COCCCN(C(=S)NC(=O)C12CC3CC(CC(C3)C1)C2)c1c(N)n(Cc2ccccc2)c(=O)[nH]c1=O,-1.3
Cc1ccc(CNC2CCC23CCC(c2ccccc2)CC3)o1 (stereo unspecified),-0.7
Oc1ccc(C(c2nnnn2C2CCCCC2)N2CCOCC2)cc1 (stereo unspecified),-2.4
Cc1cccc(NC(=O)NNC(=O)c2nn(C)cc2Br)c1,3.1
c1ccc(-c2nc(N3CCNCC3)nc3ccccc23)cc1,0.5
Cc1c(C#N)c2ccccc2n1C,-2.0
O=Cc1ccccc1-c1cn(CN2C(=O)c3ccccc3C2=O)nn1,-1.9
CCc1nc2ccc(C(=O)NCCNC(C)=O)cn2c1N(CC)CCOC,-1.4
O=C1c2ccccc2C(=O)c2c1cccc2-n1nnc2ccccc21,4.1
CC1NC(=O)c2cccnc2-n2c1nc1cc(F)c(F)cc1c2=O (stereo unspecified),1.1

# Following part
Compound,TTR transcr act
COc1cc(C(=O)N2CCC(c3nc(-c4cccnc4)no3)CC2)cc(OC)c1OC,-1.6
O=C1c2ccccc2C(=O)N1Cc1cccnc1,-1.6
COc1ccccc1CN(C(=O)c1ccco1)C(C(=O)NC1CCCC1)c1ccncc1 (stereo unspecified),-2.6
O=C(O)c1ccccc1Nc1ccc([N+](=O)[O-])cc1,1.2
O=C(O)C1CCCN1S(=O)(=O)c1cccc2nsnc12 (stereo unspecified),-1.1
CC(=O)N1C2CCCCC2S[C@H]2CCCCC21 (stereo partly specified),0.8
O=C(COc1ccccc1Cl)NCc1ccccc1,2.6
Cc1ccc(/C=N\NC(=O)C2CC(=O)N(c3ccccc3)C2)o1 (stereo unspecified),-0.6
S=C(Nc1ccc2c(c1)OCO2)Nc1ccc2c(c1)OCO2,-2.7
Cc1cccc(NC(=O)Cn2c(C)c(C#N)c3ccccc32)c1C,4.1

# Copied from the list:
# Entry of S=C(Nc1ccc2c(c1)OCO2)Nc1ccc2c(c1)OCO2 in TTR transcr act: -2.7
# Entry of O=C(O)c1ccccc1Nc1ccc([N+](=O)[O-])cc1 in TTR transcr act: 1.2
# Entry of Cc1cccc(NC(=O)Cn2c(C)c(C#N)c3ccccc32)c1C in TTR transcr act: 4.1

# Continuation:
Compound,TTR transcr act
O=C(O)c1ccc2c(c1)C(=O)N(CCc1ccccc1)C2=O,7.8
COC(=O)C[C@H]1C[C@@H]2c3cc(NC(=O)CN(C)C)ccc3O[C@@H]2[C@H](CO)O1,2.4
Cc1nc(Cl)c2c(n1)NC1=C(O2)C(=O)CCC1,-0.6
C=CCNC(=O)NC(=O)COC(=O)[C@H](C)NS(=O)(=O)c1c(C)c(C)cc(C)c1C,0.8
CCOc1ccccc1NC(=O)COC(=O)Cc1cccs1,-2.3
Cc1ccc(C(CC(=O)NCCCN(C)C)c2ccc(OC(C)C)cc2)cc1 (stereo unspecified),0.9
CCNC(=S)N1CCN(c2ccccn2)CC1,0.6
COc1ccccc1NC(=O)c1ccc(N)cc1,2.5
Cc1ccc(S(=O)(=O)N2CCCCC2)cc1NC(=O)c1ccc2c(c1)OCO2,-1.3
CC(=O)NCCCC(=O)NC(CCC(=O)OCc1ccccc1)C(=O)OCc1ccccc1 (stereo unspecified),-0.5

# Later entries
Compound,TTR transcr act
COc1cc(C(=O)Oc2cccc(C)c2)cc(OC)c1OC,-3.1
CCCNC(=O)CCNC(=O)[C@H](O)C(C)(C)CO,0.9
COC(=O)Cn1ncn2c(cc3oc(C)cc32)c1=O,25*
Cc1nn(-c2ncc(C(F)(F)F)cc2Cl)c(=O)n1-c1c(F)cccc1F,-0.4
COC(=O)c1ccc(/C=C/C(=O)OCC(=O)Nc2cc(C)on2)cc1,-1.8
CC1CC(C)CN(C(=O)CSc2ccsc2[N+](=O)[O-])C1 (stereo unspecified),-1.0
C[C@@H]1CCCCO[C@@H](CN(C)Cc2ccc(Cl)c(Cl)c2)[C@@H](C)CN([C@H](C)CO)C(=O)c2cc(NC(=O)Nc3ccccc3)ccc2O1,4.6
CC(=O)N1CCC(C(=O)Nc2ccc(S(=O)(=O)N3CCCCC3)cc2)CC1,4.3
Cn1nnnc1P(=O)(c1ccccc1)c1ccccc1,2.4
CC(C(=O)O)N1C(=O)C2C3CC(C2C1=O)C1C(c2ccccc2)c2sc(=O)[nH]c2SC31 (stereo unspecified),3.6

# The listing continues:
Compound,TTR transcr act
c1ccc(-c2nn[nH]n2)cc1,0.9
O=[N+]([O-])c1ccc(N2CCCC2)cc1NCc1ccccc1,-0.9
NC(=O)CC(NC(=O)Cc1cccc2ccccc12)c1ccc(N2CCC(N3CCCCC3)CC2)c([N+](=O)[O-])c1 (stereo unspecified),0.7
NNC(=O)c1nc(-c2ccccc2)cc(-c2ccccc2)n1,-1.2
Clc1ccc(-c2nc3ccccn3c2CN2CCSCC2)cc1,0.9
OC(c1ccc(Cl)c(Cl)c1)c1ncc(-c2ccccc2F)[nH]1 (stereo unspecified),-0.4
CCCCNS(=O)(=O)c1ccc(OC)cc1,0.1
COc1cc(-c2csc(N3CCC(C(N)=O)CC3)n2)cc(OC)c1OC,1.9
CC(C)N(Cc1nc(-c2ccccc2)no1)C(=O)CN1C(=O)c2ccccc2C1=O,-2.6
COCc1cc(=O)[nH]c(/N=C(\N)Nc2ccccc2C)n1,1.2

# (next part)
Compound,TTR transcr act
COc1ccc(CN2C(=NC(=O)C3CCCO3)SC3CS(=O)(=O)CC32)cc1OC (stereo unspecified),6.8
COc1ccccc1NC(=O)c1ccc(NC(=O)c2ccco2)cc1,-1.3
FC(F)(F)C(F)(F)c1nc2nc(Cl)c(Cl)nc2[nH]1,-1.5
C=CCNCCOCCSc1ccc(Cl)cc1,2.3
CCCn1cnnc1CNC(=O)[C@H]1O[C@@H](n2cnc3c(N)ncnc32)[C@H](O)[C@@H]1O,-1.0
COc1ccc(S(=O)(=O)N(CCC(N)=O)Cc2ccco2)cc1OC,-0.9
COc1ccc2c(c1)c(=O)oc1cc(OCC(=O)N3CCc4ccccc4C3)ccc12,0.4
O=C(Nc1ccc2c(c1)nc1n2CCN(Cc2ccccc2)C1)c1cccs1,-1.9
CCOc1cccc(/C(O)=C2/C(=O)C(=O)N(CCOC)C2c2ccncc2)c1 (stereo unspecified),1.9
O=C(NCC(c1ccccc1)c1ccccc1)[C@H](Cc1ccccc1)NC1(C(=O)NC2CCCCC2)CCCCCC1,2.4

# The list continues:
Compound,TTR transcr act
CC1=C(C(=O)N2CCOCC2)CC(CC(=O)NCC2CCCCC2)C(=O)N1CCC1=CCCCC1 (stereo unspecified),1.8
C[C@H](CO)N1C[C@H](C)[C@@H](CN(C)C(=O)Nc2ccc3c(c2)OCO3)Oc2c(NS(=O)(=O)c3cn(C)cn3)cccc2C1=O,-0.2
CN1OC[C@@H]2CN[C@H](c3cccc(N4CCOCC4)c3)C[C@@H]21,-0.2
CCN(CC)C(=O)Cn1cc(C(=O)C(=O)NCc2ccccn2)c2ccccc21,-0.6
C=CCCCCCCCCc1nc(=S)[nH][nH]1,0.5
O=C(CNC(=O)c1ccccc1)Oc1cccc(Cl)c1,2.1
COc1ccc(Nc2nc(N)c([N+](=O)[O-])c(N3CCOCC3)n2)cc1,-2.0
O=C(Nc1ccncc1)c1ccc2c(c1)S(=O)(=O)c1ccccc1C2=O,-6.0
COc1ccccc1NC(=S)NNC(=O)c1nn(C)cc1Cl,2.0
CS(=O)(=O)N(CC(=O)NCc1ccncc1)c1ccc(F)c(Cl)c1,0.9

# Remaining list, next part.
Compound,TTR transcr act
COc1cccc(C(=O)NC(C)c2ccc(Br)cc2)c1 (stereo unspecified),-0.6
COc1ccc(C2(CNC(=O)c3ccc(N)cc3)CCCC2)cc1,-1.7
CCCn1c(=O)c2c(c3ccccc31)OC(C)C(=O)N2 (stereo unspecified),0.3
CC(NC(=O)COC(=O)CNC(=O)c1ccccc1Cl)C1CC2CCC1C2 (stereo unspecified),0.3
CC(=O)c1ccc(OC(=O)/C=C/c2ccccc2)cc1,-1.6
CCOP(=O)(OCC)/C(=N/OC(=O)c1ccccc1C)C(N)=O,1.5
NC(=O)c1ccc(NC(=O)c2ccc(COc3ccccc3Br)cc2)cc1,2.5
COC(=O)COc1ccc(S(=O)(=O)NCCC2=CCCCC2)cc1Cl,1.8
CCC(=O)Nc1ccc(-c2csc(NNC(C)=O)n2)cc1,0.2
N#C/C(C(N)=O)=C1/SC(Cc2ccc(F)cc2)C(=O)N1c1ccccc1 (stereo unspecified),-0.2

# (continued)
Compound,TTR transcr act
O=C(Nc1ccccc1Oc1ccccc1)c1cc([N+](=O)[O-])ccc1Cl,2.2
COc1ccc(S(=O)(=O)Nc2ccc(C)cn2)cc1,14*
CC(NC(=O)/C=C/c1ccccc1[N+](=O)[O-])C1CC2CCC1C2 (stereo unspecified),-1.5
CCOC(=O)c1nnn(-c2nonc2N)c1-c1ccc(OC)cc1,3.8
COC(=O)c1cc(OC)c(OC)cc1NC(=O)Cc1cccs1,-1.0
COc1ccc(C(=O)Nc2ccc(S(=O)(=O)N3CCCCC3)cc2)cc1,-2.1
Cc1c(OCC(=O)NCCCn2ccnc2)ccc2c3c(c(=O)oc12)CCC3,0.6
CN(C)/C=C(\C#N)C(=O)Nc1ccc(F)c(Cl)c1,0.1
O=C(COC(=O)C12CC3CC(CC(C3)C1)C2)NC12CC3CC(CC(C3)C1)C2,-1.1
COc1cccc(CN(CC2CCCO2)S(=O)(=O)c2ccc(-n3cnnn3)c(OC)c2)c1 (stereo unspecified),-2.8

# Molecules above that contain two or more sulfur atoms:
Compound,TTR transcr act
CCCCn1c(-c2csc3c2CCC(C)C3)n[nH]c1=S (stereo unspecified),2.4
CCN(CC)S(=O)(=O)c1ccc(C(=O)Oc2coc(CSc3nc(C)cc(C)n3)cc2=O)cc1,0.2
CS(=O)(=O)N(CC(=O)NCCSC1CCCCC1)c1ccc2c(c1)OCO2,1.4
O=C(O)C1CCCN1S(=O)(=O)c1cccc2nsnc12 (stereo unspecified),-1.1
CC1CC(C)CN(C(=O)CSc2ccsc2[N+](=O)[O-])C1 (stereo unspecified),-1.0
CC(C(=O)O)N1C(=O)C2C3CC(C2C1=O)C1C(c2ccccc2)c2sc(=O)[nH]c2SC31 (stereo unspecified),3.6
COc1ccc(CN2C(=NC(=O)C3CCCO3)SC3CS(=O)(=O)CC32)cc1OC (stereo unspecified),6.8

# More entries:
Compound,TTR transcr act
COc1ccc(C(=O)OCC(=O)N(C)C2CCS(=O)(=O)C2)cc1S(=O)(=O)N(C)Cc1ccccc1 (stereo unspecified),-0.9
CC(=O)N1CCN(C(c2ccccc2)c2nnnn2C(C)(C)C)CC1 (stereo unspecified),1.4
COc1ccc(-n2ncc3c2CC(C)(C)CC3NC(=O)CCc2c(C)noc2C)cc1 (stereo unspecified),-1.7
CCC(c1nnnn1-c1ccc2c(c1)OCCO2)N1CCN(C(C)=O)CC1 (stereo unspecified),0.5
O=C(CSC1CCCCC1)Nc1ccccc1Br,3.0
O=S(=O)(c1ccccc1)C(/C=N\O)/C=C/c1ccccc1 (stereo unspecified),-0.2
S=c1[nH]nc(-c2ccncc2)n1/N=C/c1cn(-c2ccccc2)nc1-c1ccccc1,0.8
CCOc1cc(S(=O)(=O)n2nc(C)cc2C)ccc1F,0.3
O=C(CS(=O)(=O)c1cn(CC(=O)N2CCOCC2)c2ccccc12)Nc1ccccc1F,-0.4
Cc1ccc(-c2cc(C(=O)NCCCN3CCOCC3)c3ccccc3n2)cc1,-2.1

# (next part)
Compound,TTR transcr act
O=c1[nH]c(CNCc2cccnc2)nc2ccccc12,1.2
COCc1cc(C)n(CC(=O)OC)c(=O)c1C#N,-1.1
Cc1cccc(OCCCCn2c(CO)nc3ccccc32)c1,-0.9
Cc1c(C=O)c2ccccc2n1CCOc1ccccc1F,-1.4
Cc1cc(C)nc(NS(=O)(=O)c2ccc(NC(=O)C(C)C)cc2)n1,-1.4
COc1ccc(S(=O)(=O)N2CCCC2C(=O)NCc2ccccc2Cl)cc1 (stereo unspecified),-1.6
Cc1ccc(NC(=O)CCn2nc([N+](=O)[O-])cc2C)nc1,3.0
Nc1cc(F)ccc1N1CCCCCC1,1.1
COC(=O)C(C)Sc1nnc(SC(C)C(=O)OC)s1 (stereo unspecified),2.0

# Arranged by molecular weight (lowest first): 3 of the compounds above
Compound,TTR transcr act
COc1cc(SC)ccc1C(=O)OC1CCOC1=O (stereo unspecified),-1.0
Oc1ccc(C(c2nnnn2C2CCCCC2)N2CCOCC2)cc1 (stereo unspecified),-2.4
C[C@H](CO)N1C[C@H](C)[C@@H](CN(C)C(=O)Nc2ccc3c(c2)OCO3)Oc2c(NS(=O)(=O)c3cn(C)cn3)cccc2C1=O,-0.2

# Bioassay records deposited in PubChem by The Scripps Research Institute Molecular Screening Center.
